# Source: PubChem BioAssay
# CD40 NFkB inh = CD40 pathway inhibition in BL2 cells; AID 1053188; BL2 NF-kB luciferase reporter, CD40L-induced, 4 h; 0.94% of 83,000 active; inhibition, % at 10 µM;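 active = mean inhibition of at least 50% with a set share of replicates also reaching that level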;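 also: 0% = neutral control wells and 100% = IKK inhibitor VII at 50 µM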
# * marks the source's active call; other numbers are inactive results; [ ] = dose if it differs, or a comment. A portion of the library; the hit share may differ from the screen's.
SMILES | CD40 NFkB inh
O=C(O)C1CCCCC1C(=O)NC1CCCCC1 (stereo unspecified) | 7.6
O=C(Cc1ccc2c(c1)OCCO2)Nc1cccc(S(=O)(=O)N2CCOCC2)c1 | 21.1
O=C(COC(=O)c1ccc2c(c1Cl)C(=O)c1ccccc1C2=O)NC1CCCCC1 | 0.7
CC(Sc1nnc(-c2ccncc2)n1-c1ccc(F)cc1)C(=O)NC1CC1 (stereo unspecified) | 5.6
O=C(COC(=O)CNS(=O)(=O)c1ccc(Cl)cc1)NC1CCCCC1 | -2.3
CCn1c(SCC(=O)Nc2cccc(S(=O)(=O)N(C)c3ccccc3)c2)nnc1C1CC1 | 10.2
Cc1ccc(SCc2ccc(C(=O)NCc3ccncc3)cc2)cc1 | 3.7
O=C(NCc1ccc(F)cc1)c1ccc(N2CCOCC2)c([N+](=O)[O-])c1 | -5.6
O=C(NCCc1ccncc1)c1ccccc1F | 24.9
C[C@H](CO)N1C[C@H](C)[C@H](CN(C)Cc2ccc3c(c2)OCO3)OCc2ccccc2-c2c(n(C)c3ccccc23)C1=O | 5.0[25 µM]
CC(=O)N1[C@H](CO)[C@H]2c3ccccc3N(S(=O)(=O)c3ccccc3C)C[C@H]21 | -7.6[25 µM]
Cc1nc(C)c2c(c1C(F)(F)F)-c1ccccc1C2(F)F | 5.0
Cc1nc2ccc(S(=O)(=O)NCC(=O)O)cc2s1 | 9.3
O=C(NCC(c1ccc(F)cc1)N1CCOCC1)c1ccc(-c2ccccc2)cc1 (stereo unspecified) | -2.9
Cc1cc(-c2c(C)[nH]n(-c3ccccc3)c2=O)n(-c2ccccc2)n1 | 6.0
CS(=O)(=O)N1[C@H](C#N)[C@@H](c2ccc(-c3ccccc3F)cc2)[C@H]1CO | 2.3[25 µM]
CC(C)(C)SCCNC(=O)c1ccc(Cl)c([N+](=O)[O-])c1 | -22.4
CN(CC(=O)Nc1ccc(Cl)c(C(F)(F)F)c1)C(=O)CCN1C(=O)C2CC=CCC2C1=O (stereo unspecified) | -6.5
O=C(NCCCN1CCc2ccccc2C1)C1CCN(S(=O)(=O)N2CCCC2)CC1 | 12.0
C[C@@H]1CCCCO[C@H](CN(C)S(=O)(=O)c2ccc(Cl)cc2)[C@@H](C)CN([C@H](C)CO)C(=O)c2cc(NC(=O)Nc3ccc(C(F)(F)F)cc3)ccc2O1 | 5.1[25 µM]
Cc1ccc(S(=O)(=O)N2CCC(C(=O)OCCOc3ccccc3)CC2)cc1C | -17.5
COc1ccc(C(=O)COC(=O)c2cccc(-n3cnnn3)c2)c(OC)c1 | -61.3
N#Cc1cc([N+](=O)[O-])ccc1NC(=O)CSc1n[nH]c(=O)[nH]c1=O | 3.3
O=S(=O)(Nn1cnnc1)c1ccccc1 | 3.7
C[C@H]1CN([C@@H](C)CO)C(=O)c2ccccc2-c2ccccc2CO[C@H]1CN(C)Cc1ccncc1 | -4.4
O=C(NC1CCCC1)c1cccc(S(=O)(=O)Nc2ccccc2F)c1 | 11.1
CC(=O)N1CCc2cc(S(=O)(=O)NC3CCCCC3)ccc21 | 11.8
CCS(=O)(=O)N1CCC(C(=O)NCCCN2CCN(c3ccccc3F)CC2)CC1 | -2.6
CC(Sc1nccn1C)C(=O)Nc1ccc(Cl)cn1 (stereo unspecified) | -8.7
CCN(Cc1ccncc1)C(=O)c1cccc(S(=O)(=O)N2CCCCC2)c1 | 6.4

# The closing 3 compounds of the part before come first, to join the parts.
SMILES | CD40 NFkB inh
CCS(=O)(=O)N1CCC(C(=O)NCCCN2CCN(c3ccccc3F)CC2)CC1 | -2.6
CC(Sc1nccn1C)C(=O)Nc1ccc(Cl)cn1 (stereo unspecified) | -8.7
CCN(Cc1ccncc1)C(=O)c1cccc(S(=O)(=O)N2CCCCC2)c1 | 6.4
COC(=O)CN1CC(=O)N(c2ccccc2)C1=S | 10.7
CCOC(=O)c1c(NC(=O)CCN2CCOCC2)sc2c1CC(C)(C)OC2 | -12.9
CCCC(CCC)n1[nH]c(=O)c2c(C)cc(C)nc21 | 14.4
C[C@@H]1CN([C@H](C)CO)C(=O)CCCn2nncc2CO[C@@H]1CN(C)S(=O)(=O)c1ccc2c(c1)OCCCO2 | 2.0[25 µM]
Cc1cc(C)cc(CC(=O)N2CCC2(C)C(=O)NS(=O)(=O)c2ccccc2)c1 (stereo unspecified) | 8.0
CN1C(=O)c2cc(NS(=O)(=O)c3ccccc3F)ccc2OC[C@H]2O[C@@H](CC(=O)NC3Cc4ccccc4C3)CC[C@@H]21 | 10.4[25 µM]
CCCCCN(C(=O)NC(=O)Nc1cccc(C)c1C)S(C)(=O)=O | 3.7
Cc1noc(C)c1CSc1nnnn1-c1ccc(Cl)cc1 | -3.2
C=CC[n+]1c(-c2ccc(C)cc2)csc1Nc1ccc(NC(C)=O)cc1 | 4.3
Cc1cc(Br)cn2ccnc12 | 1.0
CC(=O)N1[C@@H](CO)[C@@H](c2ccccc2)[C@@H]1CN(CC(C)C)C(=O)c1ccccn1 | 8.7[25 µM]
C[C@@H]1CN([C@@H](C)CO)C(=O)Cc2cc(NS(=O)(=O)c3cn(C)cn3)ccc2O[C@H]1CN(C)CC1CCCCC1 | 2.7
O=C(Nc1nc(OCC(F)(F)F)cnc1/C=C\c1ccccc1)c1ccsc1 | 2.2
CC1CC(Nc2ccccc2)c2ccccc2N1C(=O)c1ccco1 (stereo unspecified) | 5.1
COc1ccc(C#Cc2ccc([C@H]3[C@H](CO)N4CCCCN(C(=O)Nc5ccccc5)C[C@@H]34)cc2)cc1 | -8.9

# Random excerpt: 3 compounds from above.
SMILES | CD40 NFkB inh
Cc1noc(C)c1CSc1nnnn1-c1ccc(Cl)cc1 | -3.2
C[C@@H]1CN([C@H](C)CO)C(=O)CCCn2nncc2CO[C@@H]1CN(C)S(=O)(=O)c1ccc2c(c1)OCCCO2 | 2.0[25 µM]
C=CC[n+]1c(-c2ccc(C)cc2)csc1Nc1ccc(NC(C)=O)cc1 | 4.3

# (cont.)
SMILES | CD40 NFkB inh
CC(C)NC(=O)N1[C@H](CNC(=O)CN(C)C)[C@@H](c2ccccc2)[C@@H]1CO | -5.6[25 µM]
Cc1cccnc1NC(=O)CNC(=O)C12CC3CC(CC(Cl)(C3)C1)C2 | 4.3
Cc1cc(C)c(C(=O)COC(=O)CCn2c(C)csc2=O)cc1C | -6.9
CCOc1ccc2[nH]c(C)cc(=O)c2c1 | 5.5
O=C(COC(=O)c1ccc(Br)o1)NCc1ccccc1Cl | 6.1
CCC(=O)N1[C@H](CO)[C@H](c2ccc(-c3ccccc3OC)cc2)[C@H]1CNC(C)=O | -10.3[25 µM]
O=C(c1ccc(OC2CCN(CCc3ccccc3)CC2)cc1)N1CCC[C@H]1CO | 1.9
C[C@@H]1CN([C@H](C)CO)C(=O)CCCn2cc(nn2)CO[C@H]1CN(C)S(=O)(=O)c1ccc(Oc2ccccc2)nc1 | 2.6[25 µM]
C[C@H](NC(=O)[C@H]1N2C(=O)c3ccccc3C2SC1(C)C)C(=O)NCC1CCCO1 (stereo partly specified) | -9.3
COc1cccc(-c2ccc3c(c2)[C@@H]2[C@@H](CCN2C(=O)CN2CCOCC2)[C@@H](CO)N3)c1 | -29.2[25 µM]
O=C(Nc1ccccc1F)N1CCCCN2[C@H](CO)[C@H](c3ccc(/C=C/c4ccccc4)cc3)[C@@H]2C1 | 14.4[25 µM]
CCS(=O)(=O)N1[C@H](C#N)[C@H](c2ccc(C#CCC3CCCC3)cc2)[C@@H]1CO | -31.0[25 µM]
FC(F)(F)c1nc(-c2cccnc2)ncc1-c1nnnn1-c1ccccc1 | 16.1
COc1cccc(C(=O)n2c(SC)nc3cc4c(cc32)OCCO4)c1 | -32.0
CCCCn1c(N)c(N(CCC(C)C)C(=O)COC(=O)c2cccnc2SC)c(=O)[nH]c1=O | -2.3

# Already shown: 2 of the compounds above.
SMILES | CD40 NFkB inh
COc1cccc(C(=O)n2c(SC)nc3cc4c(cc32)OCCO4)c1 | -32.0
CCCCn1c(N)c(N(CCC(C)C)C(=O)COC(=O)c2cccnc2SC)c(=O)[nH]c1=O | -2.3

# (list continues)
SMILES | CD40 NFkB inh
CCCSc1nc2c(c(=O)[nH]c(=O)n2C)n1C | 9.1
Cc1noc(C)c1S(=O)(=O)N1CCC(C(=O)NCCC2=CCCCC2)CC1 | 6.2
O=C(c1ccccc1)N1CCN(C(=O)C23CC4CC(CC(C4)C2)C3)CC1 | 7.9
O=C(Nc1ccccc1N1CCCCC1)c1ccc([N+](=O)[O-])o1 | -14.4
Cc1c(Br)c(C(F)(F)F)nn1CC(=O)NCCN1CCOCC1 | 13.2
c1ccc(Cn2nnnc2CN2CCOCC2)cc1 | 4.9
O=C(NC1CCCC1)C(NS(=O)(=O)c1cccc2nsnc12)c1ccccc1 (stereo unspecified) | 2.7
CC(=O)c1c(C)[nH]c(C(=O)NCc2cccs2)c1C | -2.6
Cc1cc(Cl)c(S(N)(=O)=O)cc1OCC(N)=O | 5.8
CN(Cc1c(F)cccc1Cl)C(=O)c1cccc(S(=O)(=O)N2CCN(Cc3ccccc3)CC2)c1 | 7.0
COCCNC(=O)CN(c1cc(C(F)(F)F)ccc1Cl)S(C)(=O)=O | 6.5
Cc1ccc(C(CC(=O)N2CCNCC2)c2ccccc2)c(O)c1C (stereo unspecified) | 12.1
CCc1cc2c(SCC#N)ncnc2s1 | 5.6
CN(C)c1nnnn1-c1cccc(Oc2ncc(C(F)(F)F)cc2Cl)c1 | 12.4
N#Cc1ccc(-c2ccc(OCC(O)Cn3nnc4ccccc43)cc2)cc1 (stereo unspecified) | 5.6

# Carrying on:
Structure	CD40 NFkB inh
CCOC(=O)N1CCN(C(=O)COC(=O)C2CCN(S(=O)(=O)c3c(C)c(C)cc(C)c3C)CC2)CC1	-1.9
CN1CCN(c2ccccc2NC(=O)c2ccc(N3CCCC3)c([N+](=O)[O-])c2)CC1	-85.0
Cc1cc(NC(=O)C2C3C=CC(C3)C2C(=O)O)no1 (stereo unspecified)	4.9
CCc1ccc(-c2cc(C)no2)cc1S(=O)(=O)Nc1cc(C)on1	9.9
O=C(COC(=O)c1ccc(OC(F)F)cc1)NC(=O)NC1CCCC1	-0.3
COc1cccc(C(=O)Nc2ccccc2N2CCOCC2)c1	0.9
COc1ccc(CNC(=O)C[C@@H]2C[C@@H]3c4cc(NC(=O)NC5CCCC5)ccc4O[C@@H]3[C@@H](CO)O2)cc1	-6.7[25 µM]
CCOC(=O)c1[nH]c(C)c(C)c1C	16.7
COC(=O)C[C@@H]1C[C@@H]2c3cc(NC(=O)c4ccc5c(c4)OCO5)ccc3O[C@@H]2[C@H](CO)O1	-24.8[25 µM]
O=C(O)C1CC=CCC1C(=O)NNS(=O)(=O)c1ccccc1 (stereo unspecified)	8.7
O=[N+]([O-])c1ccc(CSc2ccc(S(=O)(=O)N3CCOCC3)cn2)cc1	-0.6
NC(=O)c1ccsc1NC(=O)CCS(=O)(=O)c1ccc(Cl)cc1	20.5
C/C=C/c1ccc([C@H]2[C@@H](CNC(=O)NC(C)C)N(C(=O)C3CC3)[C@H]2CO)cc1	4.4[25 µM]
CN(Cc1ccccc1)C(=O)COC(=O)c1ccc(Br)c(S(=O)(=O)N2CCOCC2)c1	10.6
Cc1noc2ncnc(N3CCN(c4ccc(F)cc4)CC3)c12	15.9
O=C(NCC(c1ccco1)N1CCN(c2ccc(F)cc2)CC1)C1CCCCC1 (stereo unspecified)	7.3
Cc1cccc(NC(=O)CN2CCN(C(=O)c3cnn(Cc4ccccc4)c3)CC2)c1C	6.6
N#CCn1nnc(-c2ccc3c(c2)OCO3)n1	-5.4
CCOCC(=O)Nc1ccccc1C(=O)OCC	-5.0
CCC(=O)N1[C@H](C(=O)N2CCCCC2)[C@@H](CO)[C@@H]2Cn3c(cccc3=O)[C@@H]21	-5.0[25 µM]
NCC[C@@H]1CC[C@@H](NS(=O)(=O)c2ccc(Cl)cc2)[C@H](CO)O1	2.1[25 µM]
COc1ccc(C(=O)O)cc1S(N)(=O)=O	5.0
Cc1ccccc1N1C(N)=NC(N)=NC1(C)C	-0.8
Cc1nnc2c(NC3CCCCC3)nc3ccccc3n12	-10.5
O=C(Nc1cccc([N+](=O)[O-])c1)N(c1ccccc1)c1ccccc1	-0.1
COc1ccc(N(C(=O)C2CCCCC2)C2C=CS(=O)(=O)C2)c(OC)c1 (stereo unspecified)	10.4
O=C(Nc1ccc(N2CCOCC2)c2nonc12)C1CCCC1	-57.5
N#C[C@@H]1[C@H](c2ccccc2)[C@@H](CO)N1C(=O)c1ccccc1F	1.0[25 µM]
COCC(=O)N1CC2(C1)[C@@H](c1ccc(-c3cccc(F)c3)cc1)[C@@H](CO)N2C(=O)C1CC1	-3.9[25 µM]
CCc1ccc(S(=O)(=O)Nc2cccc(C3OCCCO3)c2)cc1	9.1
O=C(O)c1ccccc1Nc1cccc(OCc2ccc3ccccc3n2)c1	-8.4[25 µM]
CC(C)n1ncc2c(C(=O)NCC(=O)Nc3ccccc3Br)cc(C3CC3)nc21	0.5
C[C@@H]1CCCCO[C@H](CN(C)Cc2ccccc2)[C@H](C)CN([C@H](C)CO)C(=O)c2cc(NC(=O)Nc3ccc(F)cc3)ccc2O1	23.9
O=C(NCCc1ccncc1)[C@H]1[C@H](CO)[C@H]2Cn3c(cccc3=O)[C@@H]1N2Cc1ccccc1F	-1.4[25 µM]
NC(=O)c1ccc(NC(=O)c2cccc3c2OCCCO3)cc1	7.4
CN1c2ccc(-c3cccc(C#N)c3)cc2[C@@H]2[C@@H](CCN2C(=O)CN2CCOCC2)[C@@H]1CO	-0.1[25 µM]
O=C(NCc1cccnc1)c1ccc(COc2cccc3ccccc23)o1	-10.5
CCCC(=O)Nc1ccc2c(c1)OC[C@H](C)N(C(=O)c1cccnc1)C[C@@H](C)[C@H](OC)CN(C)C2=O	2.5[25 µM]
CC(C)(C)n1nnnc1C(c1cccc(C(F)(F)F)c1)N1CCC(O)CC1 (stereo unspecified)	11.2
COc1ccc(CN2CCCC(C(=O)c3ccc(Cl)cc3)C2)cc1Cn1cncn1 (stereo unspecified)	0.6
NS(=O)(=O)c1ccc(-c2ccc(C=NC3CCS(=O)(=O)C3)o2)cc1 (stereo unspecified)	6.5
COCC(=O)N1CC2(CCN(C(=O)c3cccnc3)CC2)c2c([nH]c3cc(OC)ccc23)[C@H]1CO	-12.8[25 µM]
O=C1C(Cc2ccccc2)S/C(=N/N=C/c2ccco2)N1c1ccccc1 (stereo unspecified)	9.3
CN(CC(=O)NCCc1ccccc1)S(=O)(=O)c1cccc2nsnc12	5.9
c1ccc(-c2csc(Nc3cccnc3)n2)nc1	-20.2
